SR-BI DiI-HDL act: enhances SR-BI lipid uptake from DiI-HDL. CHO ldlA[mSR-BI] cells, DiI-HDL uptake fluorescence, 3 h; 100 = double the neutral-control signal. activation, % at 12.5 µM. actives 0.096% (n = 320,000);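 active = mean replicate activation of at least 60% and every replicate at or above 60%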;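 also: 0% = median plate neutral-control signal and 100% = twice that signal; values of inactives mirror those of a sister screen read the other way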
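Material – SR-BI-overexpressing, LDLR-lacking CHO cells · Medium – BSA-supplemented, HEPES-buffered Ham's F12, pH 7.4 · Doses – single concentration · Times – compound with DiI-HDL co-incubation, 3 h at 37 °C · Measured by – bottom-read fluorescence, 550/595 nm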
PvdQ inh: P. aeruginosa PvdQ acylase inhibition; AID 488965; purified PvdQ acylase, fluorescence plate reader; actives 0.063% (n = 340,000); inhibition, % at 10 µM; in the data active = inhibition above about 30%, passing the limit was not always enough;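 also: 0% = vehicle neutral wells and 100% = reference inhibitor wells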
PKA-R2B activ: activates the human PKA-R2B holoenzyme complex; P22694+P31323; PKA-R2B holoenzyme dissociation, Cy5-IP20 fluorescence polarization; R2B truncated from residue 108, S112A mutant; 0% DMSO only, 100% 113 µM cGMP; activation, % at 11.4 µM; actives 0.079% (n = 340,000); AID 504700;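 active = activation above a cutoff set at the mean over all compounds plus 3 SD, cut at about 18% in these data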;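 also: higher means more holoenzyme dissociation and a rise in polarization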
Target sequence (P31323 whole entry, looked up, other chains not shown, the tested form may be a part): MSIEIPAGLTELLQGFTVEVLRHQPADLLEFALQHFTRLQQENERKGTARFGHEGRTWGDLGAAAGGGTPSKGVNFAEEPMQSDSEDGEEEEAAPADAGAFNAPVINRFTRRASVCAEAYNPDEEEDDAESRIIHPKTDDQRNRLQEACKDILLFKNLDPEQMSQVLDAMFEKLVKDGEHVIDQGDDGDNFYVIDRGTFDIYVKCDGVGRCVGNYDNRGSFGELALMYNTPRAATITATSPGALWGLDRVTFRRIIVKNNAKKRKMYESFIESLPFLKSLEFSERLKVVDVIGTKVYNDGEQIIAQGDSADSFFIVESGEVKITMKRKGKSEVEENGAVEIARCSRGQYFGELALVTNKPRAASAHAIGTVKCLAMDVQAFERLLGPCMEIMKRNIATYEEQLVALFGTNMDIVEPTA
DAGLB inhibitor: blocks human DAGLB lipase activity. actives 0.059% (n = 340,000). Q8NCG7. HEK293T DAGLB membrane lysate, EnzChek fluorogenic substrate. inhibition, % at 5.17 µM; in the data active = inhibition above about 34%;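 also: 0% = enzyme with vehicle and 100% = wells lacking enzyme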
Target sequence (Q8NCG7 whole entry, looked up): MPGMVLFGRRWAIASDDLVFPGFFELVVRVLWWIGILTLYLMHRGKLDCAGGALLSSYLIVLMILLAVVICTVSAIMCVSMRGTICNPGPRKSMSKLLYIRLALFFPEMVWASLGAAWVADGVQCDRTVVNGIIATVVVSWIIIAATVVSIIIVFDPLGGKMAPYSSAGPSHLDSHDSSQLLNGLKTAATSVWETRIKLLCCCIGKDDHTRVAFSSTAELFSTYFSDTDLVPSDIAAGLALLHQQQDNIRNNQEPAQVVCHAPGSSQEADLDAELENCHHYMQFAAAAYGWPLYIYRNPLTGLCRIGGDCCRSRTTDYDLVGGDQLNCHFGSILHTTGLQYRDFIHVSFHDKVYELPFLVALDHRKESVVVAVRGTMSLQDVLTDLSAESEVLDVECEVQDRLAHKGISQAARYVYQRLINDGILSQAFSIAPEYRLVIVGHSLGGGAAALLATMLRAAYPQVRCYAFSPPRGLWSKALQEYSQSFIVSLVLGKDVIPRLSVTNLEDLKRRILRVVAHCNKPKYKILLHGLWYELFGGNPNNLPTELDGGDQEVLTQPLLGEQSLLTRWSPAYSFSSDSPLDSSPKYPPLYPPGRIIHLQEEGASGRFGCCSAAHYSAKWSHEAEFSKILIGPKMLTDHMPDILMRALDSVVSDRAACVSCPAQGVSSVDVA
Keap1 Nrf2 FP: Keap1-Nrf2 (human) interaction inhibition | actives 0.15% (n = 340,000) | Keap1 Kelch-Nrf2 peptide fluorescence polarization, 1536-well | inhibition, % at 9.4 µM; in the data active = inhibition above about 12%;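 also: human Keap1 Kelch domain with fluorescein labeled Nrf2 9mer peptide probe; 0% = neutral control wells and 100% = peptide positive control; higher means more block of Keap1 binding to Nrf2 peptide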
SR-BI DiI inh: inhibitors of mouse SR-BI mediated HDL lipid uptake | ldlA[mSR-BI] CHO cells, DiI-HDL uptake fluorescence, 3 h | inhibition, % at 12.5 µM | actives 0.96% (n = 320,000);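 active = mean replicate inhibition of at least 70% and a set share of replicates each scoring 70 or more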;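 also: 0% = median of neutral control wells and 100% = median of positive control wells; values of inactives mirror those of a sister screen read the other way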
RTF Ca sens inh: cardiac RTF calcium desensitization; P19429+P45379; IANBD-labeled cardiac RTF, Ca2+ fluorescence; AID 493244; inhibition, % at 7.15 µM; actives 0.12% (n = 340,000);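 active = inhibition above the mean inhibition of all tested compounds plus 3 SD, cut at about 17% in these data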;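 also: assay run at fixed EC70 calcium of 1.6 mM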
Arrestin-AP2 inh: blocks beta-arrestin peptide binding to AP2 adaptin; FITC-arrestin peptide / GST-AP2 beads, flow cytometry; AP2 beta2 appendage carries R879A mutation; inhibition, % at 10 µM; actives 0.31% (n = 340,000); AID 504490;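 active = inhibition above a set limit, near 3 SD of compounds lacking own fluorescence, cut at about 54% in these data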;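 also: plate controls were DMSO wells for no effect and 5 µM unlabelled arrestin peptide for full effect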
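System: GST-tagged AP2 beta2-adaptin appendage (R879A) on 4 µm glutathione beads / Reagent: FITC-arrestin peptide, 50 nM / Detection: HyperCyt-sampled flow cytometry, FL1 channel, ex 488/em 535 nm / Timing: 12 min plus 1 h, RT / Buffer or medium: PBS plus Tween 20 (0.05%) and BSA (0.1%)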
LANA DNA inh: KSHV C-LANA DNA binding inhibition. MBP-C-LANA/FAM-LBS DNA binding, fluorescence polarization. inhibition, % at 9 µM. actives 0.078% (n = 340,000);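 active = highest replicate inhibition at or above 60% at 9 µM, even if other replicates fall short; inactive = all replicates below 60% inhibition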;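 also: 0% = neutral control wells and 100% = 4 µM acridine orange control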
NSD2 inh: blocks human histone methyltransferase NSD2; inhibition, % at 12.5 µM; NSD2 peptide methylation, AlphaScreen, 120 min; actives 0.54% (n = 310,000); in the data active = inhibition above about 50%
Active calls of the source: *; nt = no result given; & = joins results of further samples.

SMILES	SR-BI DiI-HDL act	PvdQ inh	PKA-R2B activ	DAGLB inhibitor	Keap1 Nrf2 FP	SR-BI DiI inh	RTF Ca sens inh	Arrestin-AP2 inh	LANA DNA inh	NSD2 inh
CCOc1ccc(NC(=O)CN(C)C(=O)c2ccc(COc3ccccc3)o2)cc1OCC	-25	-7	-5	-2	2	25	7	8	2.1	3
S=C(NCc1ccccn1)NN=Cc1ccccn1	-15	-3	8	1	-5	15	-7	24	1.3	7
Cn1c(=O)c2c(ncn2CCOc2ccc(Br)cc2)n(C)c1=O	6	-2	-1	0	-3	-6	7	6	5.3	-1
C=CCNC(=S)Nc1cc(S(=O)(=O)N2CCOCC2)ccc1-n1cncn1	20	2	6	2	-2	-20	7	8	-0.6	-1
COc1ccc(-c2[nH]ncc2C2N=C(N)Nc3nc4ccccc4n32)cc1 (configuration not stated)	0	-14	-6	1	2	0	-6	-28	1.9	nt
CCOC(=O)c1ccc2ncc(C(=O)OCC)c(Nc3ccc(N4CCOCC4)cc3)c2c1	-32	2	-16	-3	-1	32	5	21	-0.9	8
CC(C)NS(=O)(=O)c1ccc(OCC(=O)Nc2ccc(F)cc2)cc1	0	-14	-6	0	0	0	-4	1	0.0	-2
COc1ccc(CN2CCN(c3nc4ccccc4s3)CC2)cc1	19	2	-9	-6	0	-19	1	37	0.0	nt
CC1(c2nnc(-c3cccc(Cl)c3)o2)CC(c2ccccc2)=NO1 (configuration not stated)	1	-6	-4	-6	1	-1	-2	28	0.5	nt
CC1CCN(c2cc(C#N)c(C#N)cc2[N+](=O)[O-])CC1	-6	-14	-5	3	-4	6	-3	-12	0.0	0
CCC1(c2ccccc2)NC(=O)N(CC(=O)Nc2ccccc2C(=O)NC2CC2)C1=O (configuration not stated)	16	-21	-11	4	nt	-16	2	-24	nt	-1
COC(=O)c1ccc(/C=C/C(=O)c2ccc(OC)c(OC)c2)cc1	-19	-11	-4	0	0	19	-8	-11	0.7	-2
Cc1ccc(C)c(OCC(O)CN2CCc3ccccc3C2)c1C (configuration not stated)	-17	-6	-6	-7	-1	17	-6	2	2.6	-10
Cc1onc(-c2c(F)cccc2Cl)c1C(=O)NC(=S)Nc1c(C)n(C)n(-c2ccccc2)c1=O	13	7	3	-5	-6	-13	-3	18	0.1	-5
O=C(Nc1ccccc1)c1nnn(Cc2ccccc2)c1NC(=O)C(F)(F)F	22	3	-6	-3	0	-22	2	25	-0.1	nt
Cc1cccc(CSc2nc(N)c(C#N)c(-c3cccs3)c2C#N)c1	-11	-5	-4	-11	-5	11	0	5	-2.7	-2
COC(C/C=C\C(=O)[C@H](C)OCc1ccccc1)OC	33	-15	1	0	-5	-33	-2	2	1.3	nt
CC(C)C[C@H]1CNC(=O)C(=O)N1CC1CCN(CCC(C)(C)C)CC1	18	15	1	-2	-5	-18	-4	-4	3.3	nt
Cc1c(Cl)c([N+](=O)[O-])nn1CCCC(=O)Nc1sc2c(c1C#N)CCC2	-20	-17	-11	-7	2	20	-3	-2	1.8	2
O=C(NCc1ccncc1)c1ccc(OCc2ccccc2)cc1	-30	-3	-3	1	-4	30	-1	-9	4.7	-1
CCn1c(SCC(=O)Nc2ccc(C(C)=O)cc2)nnc1C1CC1	2	-1	-9	0	-1	-2	5	-1	1.2	-5
Cc1ccc(NC(=S)NCCN(C2CCCCC2)C2CCCC2)cc1	nt	-6	-3	-2	-3	nt	12	13	-0.5	5
COc1ccc(C(=O)COC(=O)[C@H](C)Nc2ccc(C(F)(F)F)cc2[N+](=O)[O-])cc1	0	-7	2	1	-3	0	1	-4	4.1	1
Cc1c(N(C)C(=O)c2ccc3c(c2)OCO3)c(=O)n(-c2ccccc2)n1C	9	2	-9	0	3	-9	-4	20	-0.3	6
O=C(c1ccccc1)c1cc2ccccc2oc1=O	4	-8	5	-2	4	-4	-2	-5	1.8	113*
C=CCn1c(Cc2cccs2)nnc1SCC(=O)Nc1ccc(C(=O)OCC)cc1	-16	-11	-4	-7	0	16	-6	3	-0.2	-1
O=C(NCc1ccncc1)/C(=N/O)c1ccccc1	19	-17	3	3	0	-19	-4	0	0.6	-1
O=[N+]([O-])c1cccc(C=Nc2cc3c(cc2Br)OCCO3)c1	-1	11	2	-1	0	1	-13	10	0.2	-2
COc1cccc(NC(=O)C2CCCN(c3ncnc4c3nc3n4CCCCC3)C2)c1 (configuration not stated)	-41	-9	-5	-2	3	41	-6	7	-1.2	-4
COc1ccc(-c2nc(CS(=O)CC(=O)N3CCN(C)CC3)c(C)o2)cc1 (configuration not stated)	12	-1	-4	2	-2	-12	0	2	-1.5	4

Compound profiles, from the list above:
`COc1ccc(C(=O)COC(=O)[C@H](C)Nc2ccc(C(F)(F)F)cc2[N+](=O)[O-])cc1` is entered as SR-BI DiI-HDL act: 0; PvdQ inh: -7; PKA-R2B activ: 2; DAGLB inhibitor: 1; Keap1 Nrf2 FP: -3; SR-BI DiI inh: 0; RTF Ca sens inh: 1; Arrestin-AP2 inh: -4; LANA DNA inh: 4.1; NSD2 inh: 1
`O=C(NCc1ccncc1)/C(=N/O)c1ccccc1` is entered as SR-BI DiI-HDL act: 19; PvdQ inh: -17; PKA-R2B activ: 3; DAGLB inhibitor: 3; Keap1 Nrf2 FP: 0; SR-BI DiI inh: -19; RTF Ca sens inh: -4; Arrestin-AP2 inh: 0; LANA DNA inh: 0.6; NSD2 inh: -1

(list continues)
SMILES	SR-BI DiI-HDL act	PvdQ inh	PKA-R2B activ	DAGLB inhibitor	Keap1 Nrf2 FP	SR-BI DiI inh	RTF Ca sens inh	Arrestin-AP2 inh	LANA DNA inh	NSD2 inh
O=C(CN1CCN(C(=O)c2ccco2)CC1)Nc1cccc(S(=O)(=O)N2CCCC2)c1	nt	-2	2	-2	1	-29	-5	30	0.0	3
COc1ccc(CCNC(=O)CSc2nnc(-c3cccc(C)c3)o2)cc1OC	20	7	2	1	2	-20	-5	8	0.1	0
CC(=O)c1ccc(N2CC(C)(C)C2=O)cc1	-13	-5	-7	2	-7	13	-1	-12	-0.2	1
COc1cc(C(=O)N2CCN(S(=O)(=O)c3ccc(C)cc3)CC2)ccc1OCC(=O)N1CCOCC1	15	-12	12	1	-11	-15	1	-8	-0.4	28
Cc1onc(C(N)=O)c1C(=O)Nc1ncc(C(F)(F)F)cc1Cl	0	-3	9	-2	5	0	-3	-3	1.2	0
COc1cccc(-c2onc3ccc(C(C)=O)cc23)c1	-22	-27	-10	-7	-1	22	-13	13	-0.2	-1
Brc1cccc(CNc2nc3ccccc3n2CCN2CCCCC2)c1	-1	-22	-5	-4	4	1	-4	0	5.5	5
Cc1ccc(NC(=O)COC(=O)Cn2c(C)csc2=O)cc1C	19	-1	-4	-2	1	-19	1	20	-0.6	-1
CCN1CCN(C(c2ccc(C(F)(F)F)cc2)c2ccc3cccnc3c2O)CC1 (configuration not stated)	-27	-2	0	-3	-41	27	-7	19	-1.4	8
OC(COCc1ccco1)CN1CCN(c2ccccc2)CC1 (configuration not stated)	31	-15	-5	-2	3	-31	1	3	-1.8	-1
Cc1cc(C(=O)CSc2nnc(N)s2)c(C)n1Cc1ccco1	8	2	-1	2	-5	-8	-1	7	-2.3	1
CC(=O)c1cc(C#N)c(SCc2ccncc2)nc1C	1	-8	6	0	0	-1	-17	-21	1.4	-1
S=c1[nH]nc(-c2ccccn2)n1/N=C/c1ccc(-c2ccccc2Br)o1	7	-7	-8	2	-3	-7	-1	-15	0.6	8
COc1ccccc1NC(=O)NC1(C(=O)N2CCCCC2)CCCCC1	nt	-12	-5	1	-6	nt	-4	5	-0.3	-2
CC(C)NC(=O)c1onc(CSc2ccc(Cl)cc2)c1C(=O)NC(C)C	26	-16	-14	-8	-3	-26	-11	-3	-1.6	nt
Cc1cc(C(=O)NN=Cc2ccc(OC(=O)c3ccco3)cc2)c(C)o1	0	-7	-13	-3	-2	0	-6	-9	2.2	0
CCCOC(=O)C1=C(C)NC2=C(C(=O)CCC2)C1c1cc(OC)ccc1OC (configuration not stated)	20	9	1	-1	-9	-20	6	3	0.4	-3
CC(=NNc1ccc([N+](=O)[O-])cn1)c1ccccc1	17	-4	-2	-12	-3	-17	-6	-15	-1.5	-2
CC(=O)C[C@@H](O)CC(=O)[C@@H]1OC(=O)CCCCC/C=C/Cc2ccccc21	17	-2	-2	-3	3	-17	2	26	-1.2	nt
NC(=O)c1ccccc1NC(=O)CCc1ccccc1	10	-8	-1	-4	2	-10	1	5	1.9	-2
Cc1ccc(N2C(=O)SC(Cc3ccccc3)C2=O)cc1 (configuration not stated)	12	-10	0	-9	-3	-12	-5	8	-3.3	-2
CCOC(=O)Nc1ccc2c(c1)N(C(=O)OCCN(C)C)c1ccccc1CC2	-5&3	-13&-4	0&5	3&3	1&1	5&-3	3&-4	5&15	-0.3&-2.1	nt
COc1cc2c(cc1OC)CN(C(=O)CCN1C(=O)C3CCCCC3C1=O)CC2 (configuration not stated)	2	20	-4	1	-2	-2	-1	9	-0.5	0
COc1ccc(OCC(=O)Nc2ccc(S(=O)(=O)N3CCCCCC3)cc2)cc1	-61	9	-3	-3	2	61	-3	-6	-0.3	0
Nc1c(S(=O)(=O)c2cc(Cl)ccc2Cl)c2nc3ccccc3nc2n1CCN1CCOCC1	-5	-1	6	-1	1	5	-4	5	-1.6	-2
O=C(Cc1ccc(S(=O)(=O)N2CCOCC2)s1)OCc1ccc(Cl)cc1	-7	-9	5	-2	-10	7	-9	-3	-0.5	1
Cc1ccnc(NS(=O)(=O)c2cccs2)c1	11	2	-1	-1	1	-11	-8	9	1.3	-3
O=C(/C=C/c1ccco1)NCc1ccco1	14	-9	nt	nt	-6	-14	nt	20	0.5	1
CCOC(=O)C1CCCN(Cc2nc3ccc([N+](=O)[O-])cc3c(=O)n2-c2ccc(OC)cc2OC)C1 (configuration not stated)	nt	-9	-4	-1	-2	nt	-2	2	-0.4	nt
C=C(C)COc1ccc2c(C)c(CCC(=O)NC3CC3)c(=O)oc2c1	-10	-22	-6	-1	-4	10	0	2	1.0	0
NC(=O)CSc1ccc(S(=O)(=O)N2CCCCC2)cn1	8	2	16	-3	-9	-8	-7	-6	21	1
CN(C)CC#Cc1cncc(C(=O)NNC(=O)Nc2ccc(Cl)cc2)c1	-21	-4	0	1	1	21	-4	-8	1.5	5
O=C(NCc1ccccc1)C(c1cccs1)N(C(=O)c1csnn1)C1CC1 (configuration not stated)	22	-10	10	2	-2	-22	-6	-2	-0.1	0
O=[N+]([O-])c1cc(S(=O)(=O)N2CCCC2)ccc1N/N=C1/CCCc2ccccc21	-23	-20	-16	0	1	23	0	-4	0.0	-2
CCOc1cccc(C(=O)Nc2ccc3oc(Cc4ccc(Cl)cc4)nc3c2)c1	-52	-11	-2	-5	5	52	-4	2	2.1	-1
CN(C)S(=O)(=O)c1cc(C(=O)O)c(NC2CCCCC2)cc1Cl	12	2	-8	5	1	-12	0	25	-0.8	2

The order is random; any-hit rate near 2.1%.
